Screening results deposited in PubChem BioAssay by Broad Institute.
PRC2 inh: EZH2/PRC2 methyltransferase inhibitors, primary screen, biochemical, DELFIA time-resolved fluorescence, single point. PRC2 H3K27 methylation, DELFIA TRF, 1 h. inhibition, % at 12.5 µM. hit rate 0.35% among 57,000;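 active means mean inhibition of replicates at least 50% and every single replicate also reaching 50%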;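 further: dimethyl H3K27 on biotinylated H3 21-44 peptide detected by antibody; plate controls were median neutral control wells for no effect and median positive control wells for full effect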
Target sequence (Q15910 whole entry, looked up): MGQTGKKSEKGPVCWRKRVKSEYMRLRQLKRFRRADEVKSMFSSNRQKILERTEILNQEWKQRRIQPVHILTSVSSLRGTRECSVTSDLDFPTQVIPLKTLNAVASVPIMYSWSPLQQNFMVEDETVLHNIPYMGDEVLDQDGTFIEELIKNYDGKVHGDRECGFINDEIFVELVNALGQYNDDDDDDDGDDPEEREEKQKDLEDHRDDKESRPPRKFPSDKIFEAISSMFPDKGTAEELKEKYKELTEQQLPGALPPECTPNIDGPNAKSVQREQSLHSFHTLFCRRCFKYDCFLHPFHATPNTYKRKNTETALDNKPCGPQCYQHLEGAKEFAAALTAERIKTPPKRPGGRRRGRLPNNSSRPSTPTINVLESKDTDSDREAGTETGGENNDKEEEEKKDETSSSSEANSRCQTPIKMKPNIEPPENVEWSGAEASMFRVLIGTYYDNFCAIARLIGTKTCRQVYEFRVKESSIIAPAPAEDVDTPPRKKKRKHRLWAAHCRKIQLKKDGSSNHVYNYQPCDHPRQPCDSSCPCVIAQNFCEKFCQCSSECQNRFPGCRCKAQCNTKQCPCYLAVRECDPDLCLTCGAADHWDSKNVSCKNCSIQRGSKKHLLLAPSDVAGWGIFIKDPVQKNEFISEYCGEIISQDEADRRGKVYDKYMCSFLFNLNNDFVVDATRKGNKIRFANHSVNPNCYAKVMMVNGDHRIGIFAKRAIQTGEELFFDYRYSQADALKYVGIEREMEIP
IDH1 mut inh: inhibitors of IDH1 R132H reductase, primary screen, biochemical, plate reader, single point; diaphorase/resazurin fluorescence, 60 min; inhibition, % at 10 µM; hit rate 0.18% among 70,000; AID 624101, 2012; in the data active means inhibition above about 34%;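 further: 0% = DMSO and 100% = no enzyme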
The depositor's hits bear a star; / = no result given; & = joins results of further samples. An excerpt (hit frequency here may not be typical).

Results follow in this order: PRC2 inh | IDH1 mut inh
1) COc1ccc(NC(=O)NC(C)c2cn(C)nc2C)c(OC)c1 (stereo unspecified)
    -9 | -0.2
2) CN1C(=O)C(c2c[nH]c3ccccc23)=C(c2c[nH]c3ccccc23)C1=O
    / | -0.1
3) COc1ccc(-c2cnc3c(c2)C(=O)N([C@H](C)CO)C[C@@H](C)[C@H](CN(C)C(=O)C2CCC2)O3)cc1
    -9 | /
4) Cc1ccc(OCC(=O)Nc2ccc(C)cc2[N+](=O)[O-])c(C)c1
    4 | 0.2
5) COc1ccc(S(=O)(=O)N(C)C[C@@H]2OCCCC[C@@H](C)Oc3ccc(NC(=O)Cc4ccccc4)cc3C(=O)N([C@@H](C)CO)C[C@H]2C)cc1
    / | 2.8
6) CO[C@H]1CN(C)C(=O)c2ccc(NC(=O)C3CCCCC3)cc2OC[C@@H](C)NC[C@@H]1C
    7 | -0.2
7) CC(C)CC#Cc1ccc2c(c1)O[C@@H](CN(C)Cc1ccc(C(=O)O)cc1)[C@H](C)CN([C@@H](C)CO)S2(=O)=O
    32 | 6.1
8) Cc1ccc(Cl)c(NC(=O)NCCN2CCN(c3ccccc3[N+](=O)[O-])CC2)c1
    10 | -0.3
9) O=C(COc1ccc(Cl)cc1)Nc1cc(C(F)(F)F)ccc1N1CCOCC1
    10 | 0.5
10) COCC(=O)N[C@@H]1C=C[C@@H](CC(=O)NCc2ccccc2OC)O[C@H]1CO
    -9 | 0.0
11) C[C@@H]1CN([C@@H](C)CO)C(=O)c2cccc(NS(C)(=O)=O)c2O[C@@H]1CN(C)Cc1ccc(C(F)(F)F)cc1
    12 | 0.8
12) CN(C)CC/C=C1\c2ccccc2COc2ccccc21
    -6 | -1.7&0.3
13) C[C@H](CO)N1C[C@H](C)[C@H](CN(C)C(=O)Nc2ccc(F)cc2)Oc2c(NC(=O)CCCCCC(=O)Nc3ccccc3N)cccc2C1=O
    -23 | 0.3
14) C[C@H]1CN([C@@H](C)CO)C(=O)c2cc(-c3ccncc3)cnc2O[C@@H]1CN(C)C(=O)C1CCOCC1
    8 | 0.0
15) CO[C@H]1CN(C)C(=O)c2cc(NC(C)=O)ccc2OC[C@@H](C)N(Cc2nccs2)C[C@H]1C
    2 | -0.1
16) Cc1ccccc1NC(=O)CSc1nnc(-c2ccc(C(C)(C)C)cc2)n1C
    -10 | 0.2
17) C[C@@H]1CN([C@H](C)CO)C(=O)c2cc(NC(=O)CCCN(C)C)ccc2O[C@H]1CN(C)Cc1ccc(Cl)c(Cl)c1
    -12 | /
18) CCn1ncc(C2=NOC(C(=O)Nc3ccc(Cl)c(Cl)c3)C2)c1C (stereo unspecified)
    -1 | -0.1
19) O=C(CCCCCCC(=O)N/N=C/c1cc(F)ccc1O)NO
    17 | 0.0
20) COc1ccccc1-c1ccc2c(c1)O[C@@H](CN(C)C(=O)c1cccnc1)[C@@H](C)CN([C@H](C)CO)S2(=O)=O
    -7 | 1.2
21) COc1ccc(CCNC(=O)Nc2cccc([N+](=O)[O-])c2)cc1OC
    7 | 0.1
22) COC(=O)C(CC#Cc1ccc2c(c1)[C@]1(C(=O)N2)[C@H](c2ccccc2OCCO)N2[C@H](c3ccccc3)[C@H](c3ccccc3)OC(=O)[C@H]2[C@@H]1C(=O)N1CCCCCCC1)C(=O)OC
    -12 | 0.1
23) C[C@H]1CCCCO[C@H](CN(C)C)[C@@H](C)CN([C@@H](C)CO)C(=O)c2cc(N(C)C)ccc2O1
    7 | -2.4
24) COc1ccc(NC(=O)N(C)C[C@H]2Oc3ccc(NC(=O)Nc4cccc5ccccc45)cc3CC(=O)N([C@@H](C)CO)C[C@@H]2C)cc1
    / | -2.0
25) CCCC(=O)Nc1ccc2c(c1)OC[C@H](C)N(Cc1ccncc1)C[C@H](C)[C@H](OC)CN(C)C2=O
    -14 | 0.7
26) C[C@@H]1CN([C@@H](C)CO)C(=O)c2cc(C#CC3CCCCC3)cnc2O[C@H]1CN(C)C(=O)NC1CCCC1
    -5 | 0.1
27) COCC#Cc1cnc2c(c1)C(=O)N([C@@H](C)CO)C[C@H](C)[C@@H](CN(C)C(=O)Cc1ccncc1)O2
    -3 | 9.7
28) O=C(CC1NC2CCCCC2NC1=O)Nc1ccc([N+](=O)[O-])cc1 (stereo unspecified)
    3 | -0.7
29) CC(=O)Nc1ccc(C(=O)Nc2cccc(NC(=O)c3ccco3)c2)cc1
    -13 | 0.2
30) CS(=O)(=O)N(CC(=O)Nc1ccc(C(F)(F)F)cc1)c1cccc([N+](=O)[O-])c1
    -8 | -0.3
31) O=C(Cc1ccccn1)NCC[C@@H]1CC[C@H](NC(=O)Nc2ccc(C(F)(F)F)cc2)[C@H](CO)O1
    -19 | -0.2
32) COC(=O)C1C(=O)c2c([nH]c(C(=O)OC(C)C)c2C)CC1C (stereo unspecified)
    -10 | -0.3
33) CCNC(=O)C[C@@H]1C=C[C@H](NS(=O)(=O)c2ccc(F)cc2)[C@H](CO)O1
    14 | 0.6
34) CCn1c(SCC(=O)Nc2ccc(I)cc2)nnc1-c1ccccc1F
    1 | 0.0
35) COc1ccc(OC)c(/C=C/C(=O)O)c1
    4 | 3.7
36) Cc1noc(C)c1S(=O)(=O)Nc1ccc2c(c1)C(=O)N([C@H](C)CO)C[C@@H](C)[C@H](CN(C)C(=O)NC1CCCCC1)OCCCC[C@@H](C)O2
    / | 2.7
37) CC(C)NC(=O)N(C)C[C@@H]1Oc2ccc(NS(=O)(=O)c3ccccc3)cc2CC(=O)N([C@H](C)CO)C[C@@H]1C
    12 | -1.2
38) Cc1noc(C)c1NC(=O)N[C@H]1CC[C@H](CCNC(=O)C2CCCC2)O[C@H]1CO
    -9 | -0.2
39) CC(C)NC(=O)Nc1ccc2c(c1)C(=O)N([C@H](C)CO)C[C@@H](C)[C@H](CN(C)Cc1ccccc1)OCCCC[C@@H](C)O2
    -3 | 1.8
40) C[C@H](CO)N1C[C@H](C)[C@H](CN(C)Cc2ccc(C(=O)O)cc2)OCCCC[C@H](C)Oc2ccc(NS(C)(=O)=O)cc2C1=O
    / | 2.6

Reprinted at random: 7 compounds from above, in no set order.
Results follow in this order: PRC2 inh | IDH1 mut inh
21) COc1ccc(CCNC(=O)Nc2cccc([N+](=O)[O-])c2)cc1OC
    7 | 0.1
33) CCNC(=O)C[C@@H]1C=C[C@H](NS(=O)(=O)c2ccc(F)cc2)[C@H](CO)O1
    14 | 0.6
2) CN1C(=O)C(c2c[nH]c3ccccc23)=C(c2c[nH]c3ccccc23)C1=O
    / | -0.1
15) CO[C@H]1CN(C)C(=O)c2cc(NC(C)=O)ccc2OC[C@@H](C)N(Cc2nccs2)C[C@H]1C
    2 | -0.1
20) COc1ccccc1-c1ccc2c(c1)O[C@@H](CN(C)C(=O)c1cccnc1)[C@@H](C)CN([C@H](C)CO)S2(=O)=O
    -7 | 1.2
7) CC(C)CC#Cc1ccc2c(c1)O[C@@H](CN(C)Cc1ccc(C(=O)O)cc1)[C@H](C)CN([C@@H](C)CO)S2(=O)=O
    32 | 6.1
25) CCCC(=O)Nc1ccc2c(c1)OC[C@H](C)N(Cc1ccncc1)C[C@H](C)[C@H](OC)CN(C)C2=O
    -14 | 0.7

Further structures.
Results follow in this order: PRC2 inh | IDH1 mut inh
41) C[C@H](CO)N1C[C@H](C)[C@@H](CN(C)Cc2cncnc2)Oc2cc(C#CC3CC3)ccc2S1(=O)=O
    0 | -0.9
42) C[C@@H]1CN([C@@H](C)CO)C(=O)c2cccc(NC(=O)Nc3ccc(C(F)(F)F)cc3)c2O[C@@H]1CN(C)S(=O)(=O)c1ccc(Cl)cc1
    / | -0.4
43) Cc1noc(C)c1S(=O)(=O)N(C)C[C@@H]1Oc2c(cccc2N(C)C)C(=O)N([C@H](C)CO)C[C@@H]1C
    8 | 0.7
44) O=C(CSc1ncnc2scc(-c3ccccc3)c12)c1ccccc1
    21 | 0.9
45) C[C@H]1CN([C@@H](C)CO)C(=O)c2cc(-c3ccc(C#N)cc3)cnc2O[C@@H]1CN(C)Cc1ccncc1
    / | 8.3
46) C[C@H](CO)N1C[C@H](C)[C@H](CN(C)Cc2ccc3c(c2)OCCO3)OCc2cnnn2CCCC1=O
    5 | 0.4
47) O=C(C[C@H]1C=C[C@@H](NC(=O)C2CCC2)[C@@H](CO)O1)NCCCN1CCOCC1
    3 | 0.3
48) COc1cccc(C#Cc2cnc3c(c2)C(=O)N([C@@H](C)CO)C[C@@H](C)[C@@H](CN(C)C(=O)C2CCOCC2)O3)c1
    -7 | /
49) COc1ccc(S(=O)(=O)N(C)CC(=O)Nc2cc(C)ccc2C)cc1C
    9 | -0.6
50) Cc1noc(C)c1NC(=O)Nc1ccc2c(c1)CC(=O)N([C@@H](C)CO)C[C@@H](C)[C@H](CN(C)C(=O)Nc1ccc(C(F)(F)F)cc1)O2
    / | -0.3
51) CN1CCN(C(=O)C[C@@H]2C[C@H]3c4cc(NS(=O)(=O)c5ccc(F)cc5)ccc4O[C@H]3[C@@H](CO)O2)CC1
    22 | -0.3
52) Cc1ccc(-n2c(SCC(=O)NCC3CCCO3)nc3sc(C)c(C)c3c2=O)cc1C (stereo unspecified)
    -12 | -0.7
53) CNC[C@@H]1Oc2ncc(-c3ccc(OC)cc3)cc2C(=O)N([C@H](C)CO)C[C@@H]1C
    6&-27 | 0.8&-0.1
54) C[C@@H]1CN([C@@H](C)CO)C(=O)c2cc(NS(=O)(=O)c3ccc(F)cc3)ccc2O[C@@H](C)CCCCO[C@@H]1CN(C)S(=O)(=O)c1ccccc1
    / | 0.9
55) CC(C)NC(=O)Nc1ccc2c(c1)C(=O)N([C@@H](C)CO)C[C@@H](C)[C@H](CN(C)C(=O)c1ccncc1)OCCCC[C@H](C)O2
    8 | 3.0
56) COc1ccc(S(=O)(=O)Nc2ccc3c(c2)CC(=O)N([C@@H](C)CO)C[C@@H](C)[C@H](CN(C)CC2CCCCC2)O3)cc1
    / | 0.2
57) C[C@H]1CN([C@@H](C)CO)C(=O)Cc2cc(NC(=O)NC3CCCCC3)ccc2O[C@@H]1CN(C)C(=O)Nc1ccc2c(c1)OCO2
    / | -1.1
58) C[C@H]1CN([C@@H](C)CO)C(=O)Cc2cc(NC(=O)Nc3ccccc3)ccc2O[C@@H]1CN(C)C(=O)Nc1ccc(F)cc1
    / | -2.3
59) CNC[C@H]1OCCCC[C@@H](C)Oc2ccc(NC(=O)Nc3ccc4c(c3)OCO4)cc2C(=O)N([C@H](C)CO)C[C@@H]1C
    -13 | 1.5
60) COc1ccc2c(c1)c(CC(=O)O)c(C)n2C(=O)c1ccc(Cl)cc1
    7 | 0.8
61) CCCN1C[C@@H](C)[C@@H](OC)CN(C)C(=O)c2cc(NC(=O)c3cnccn3)ccc2OC[C@@H]1C
    6 | -0.3
62) COc1cc(O)c(Oc2cc(C)cc(O)c2C(=O)O)c(CO)c1
    / | 0.6
63) C[C@H]1CN([C@@H](C)CO)S(=O)(=O)c2ccc(-c3ccc(F)cc3)cc2O[C@H]1CN(C)S(C)(=O)=O
    4 | -1.9
64) CNC(=O)CCc1nc(-c2ccc(Cl)cc2)no1
    2 | 0.4
65) COc1cccc(-c2nn(-c3ccccc3)cc2C(=O)NCC(=O)O)c1
    -5 | -0.2
66) O=C(C[C@@H]1C[C@H]2c3cc(NS(=O)(=O)c4ccc(F)cc4)ccc3O[C@H]2[C@@H](CO)O1)NCc1ccc(-c2ccccc2)cc1
    22 | 0.2
67) CC(C(=O)O)c1ccc(C(=O)c2ccccc2)s1 (stereo unspecified)
    / | -0.2
68) C[C@@H]1CCCCO[C@H](CN(C)S(=O)(=O)c2cn(C)cn2)[C@H](C)CN([C@@H](C)CO)C(=O)c2cc(NC(=O)CCCCCC(=O)Nc3ccccc3N)ccc2O1
    / | -0.2
69) Cc1ccc(S(=O)(=O)N(C)C[C@@H]2OCCCC[C@H](C)Oc3ccc(NC(=O)NC4CCCCC4)cc3C(=O)N([C@@H](C)CO)C[C@H]2C)cc1
    / | 0.4
70) Cc1ccc(S(=O)(=O)N[C@@H]2CC[C@@H](CC(=O)NCc3ccc(Cl)c(Cl)c3)O[C@@H]2CO)cc1
    7 | -0.4
71) Cc1ccc(S(=O)(=O)N(C)C[C@H]2Oc3c(NC(=O)NC4CCCCC4)cccc3C(=O)N([C@@H](C)CO)C[C@@H]2C)cc1
    -9 | 0.9
72) COC(=O)C(O)(c1c(C)nn(-c2ccccc2)c1N)C(F)(F)F (stereo unspecified)
    / | 0.7
73) C[C@@H](NC(=O)C[C@@H]1C=C[C@H](NC(=O)CN2CCOCC2)[C@@H](CO)O1)c1ccccc1
    3 | -0.1
74) CCC(=O)Nc1ccc2c(c1)C(=O)N(C)C[C@H](OC)[C@@H](C)CN(C(=O)COC)[C@@H](C)CO2
    5 | 0.0
75) Cc1ccccc1S(=O)(=O)N[C@H]1CC[C@H](CCNS(=O)(=O)c2cccc(F)c2)O[C@@H]1CO
    -6 | -0.3
76) CN(C)C(=O)C[C@@H]1CC[C@@H](NS(=O)(=O)c2ccccc2)[C@@H](CO)O1
    0 | 0.0
77) CN(c1cccc(NC(=O)c2ccc(CN3CCOCC3)cc2)c1)S(C)(=O)=O
    -4 | 0.6
78) CN1CCN(C(=O)C[C@@H]2C=C[C@H](NS(=O)(=O)c3cccc(F)c3)[C@@H](CO)O2)CC1
    6 | 0.2
79) CCCNC(=O)N[C@@H]1CC[C@H](CC(=O)NCCc2ccccc2)O[C@H]1CO
    -7 | 0.1
80) C[C@H](CO)N1C[C@H](C)[C@@H](CN(C)S(C)(=O)=O)Oc2ncc(/C=C/c3ccccc3)cc2C1=O
    3 | -2.6
81) CCCN(C)C[C@H]1OCCCC[C@H](C)Oc2ccc(NC(=O)NC3CCCCC3)cc2C(=O)N([C@@H](C)CO)C[C@H]1C
    -17 | /
82) CCCNC(=O)Nc1ccc2c(c1)C(=O)N(C)C[C@H](OC)[C@H](C)CN(CC1CCCC1)[C@@H](C)CO2
    4 | -0.1
83) COc1ccc(S(=O)(=O)Nc2ccc3c(c2)CC(=O)N([C@@H](C)CO)C[C@@H](C)[C@H](CN(C)C(=O)Nc2ccc(C(F)(F)F)cc2)O3)cc1
    / | 0.0
